# IDH1 R132H inh: human IDH1 R132H inhibition; IDH1-R132H enzyme, NADPH consumption, diaphorase/resazurin fluorescence; Potency, µM (doses to about 76.6 µM), inactives show at the highest dose activity change, negative = inhibition, hits mostly inhibitors; actives 0.093% (n = 390,000); AID 602179; further: potency means the concentration at half of the fitted maximal effect; on the % scale 0 is the no-effect control and ±100 the full control effect; nearly all actives have a fitted effect of over 65% in size
# Target sequence (O75874 whole entry R132H, stated change not applied): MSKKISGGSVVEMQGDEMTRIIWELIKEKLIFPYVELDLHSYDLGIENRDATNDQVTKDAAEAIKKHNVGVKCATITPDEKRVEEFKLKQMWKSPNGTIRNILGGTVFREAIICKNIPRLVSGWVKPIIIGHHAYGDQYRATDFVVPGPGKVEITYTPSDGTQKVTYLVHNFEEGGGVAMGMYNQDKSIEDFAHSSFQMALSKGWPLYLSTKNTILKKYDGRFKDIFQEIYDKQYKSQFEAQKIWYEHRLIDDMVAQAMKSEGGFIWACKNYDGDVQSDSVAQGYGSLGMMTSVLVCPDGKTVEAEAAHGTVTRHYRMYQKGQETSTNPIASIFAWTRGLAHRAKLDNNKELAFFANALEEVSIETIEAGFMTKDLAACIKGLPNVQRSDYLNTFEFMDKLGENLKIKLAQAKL
#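 IDH1-R132H (0.5 ug/mL dispensed) in pH 7.5 Tris buffer was preincubated 30 min with compound, then given a substrate mix of 0.016 mM NADPH and 2 mM alpha-KG for 80 min at room temperature; remaining NADPH was read by diaphorase/resazurin fluorescence.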
# USP1 inh: USP1/UAF1 (human) deubiquitinase inhibition | actives 0.23% (n = 390,000) | AID 743255 | Potency, µM (series often up to 57.1 µM), without a hit: at the highest dose activity change, negative = inhibition, usual class: inhibitors | O94782 | recombinant USP1/UAF1, Ub-Rhodamine cleavage fluorescence; further: potency means the concentration at half of the fitted maximal effect; on the % scale 0 is the no-effect control and ±100 the full control effect; nearly all actives have a fitted effect of over 60% in size; inactives centre near -12
#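 USP1/UAF1 complex at 1 nM was preincubated with compound for 15 min at room temperature, then Ub-Rho substrate (150nM final) was added. Fluorescence (480/540 nm) was read kinetically, 6 reads every 60 seconds.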
# RXFP1 ag: activates the human relaxin receptor RXFP1 | Q9HBX9 | actives 0.3% (n = 370,000) | HEK293T-RXFP1 cAMP TR-FRET, 30 min; response scale: percent of porcine relaxin response, buffer zero | Potency, µM (series often up to 57.5 µM), for inactives: at the highest dose activation, most hits filed as activators; further: potency means the concentration at half of the fitted maximal effect; on the % scale 0 is the no-effect control and ±100 the full control effect; nearly all actives have a fitted effect of over 60% in size; many of its hits are not listed in these tables
#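 HEK293 cells stably expressing RXFP1, treated 30 min at 37C with compounds plus PDE4 inhibitor Ro 20174; cAMP measured by HTRF TR-FRET. Normalized to buffer and 29 nM porcine relaxin; EC50 by Hill fit.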
# LDHA block: LDHA (human) enzyme inhibition; P00338; purified LDHA, NADH/diaphorase-resazurin fluorescence; active compounds read low; activity change, % (values are at about 110 or 230 µM); actives 0.15% (n = 480,000); in the data active means activity change below about -30%; inconclusive means mostly about -25% to -30%;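 further: plate controls were DMSO wells for no effect and wells without enzyme for full effect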
#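 Human LDH5 (2 nM) was incubated with 0.06 mM NADH and 0.2 mM pyruvate for 5 min at room temperature in Tris pH 7.4. Remaining NADH was coupled through diaphorase/resazurin, and resorufin fluorescence was read at 0 and 20 min.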
# Vif-A3G inh: inhibitors of Vif-APOBEC3G interaction; Q9HC16; actives 0.076% (n = 410,000); AID 602310; Potency, µM (top dose mostly 46.1 µM), for inactives: at the highest dose activity, negative = active, most hits filed as inhibitors; HeLa A3G-eYFP + Vif (tagged APOBEC3G with the HIV-1 protein that degrades it), YFP fluorescence, overnight;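 further: potency means the concentration at half of the fitted maximal effect; on the % scale 0 is the no-effect control and ±100 the full control effect; nearly all actives have a fitted effect of over 60% in size; hits raise eYFP signal because A3G escapes Vif-driven loss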
# Target sequence (Q9HC16 whole entry, looked up): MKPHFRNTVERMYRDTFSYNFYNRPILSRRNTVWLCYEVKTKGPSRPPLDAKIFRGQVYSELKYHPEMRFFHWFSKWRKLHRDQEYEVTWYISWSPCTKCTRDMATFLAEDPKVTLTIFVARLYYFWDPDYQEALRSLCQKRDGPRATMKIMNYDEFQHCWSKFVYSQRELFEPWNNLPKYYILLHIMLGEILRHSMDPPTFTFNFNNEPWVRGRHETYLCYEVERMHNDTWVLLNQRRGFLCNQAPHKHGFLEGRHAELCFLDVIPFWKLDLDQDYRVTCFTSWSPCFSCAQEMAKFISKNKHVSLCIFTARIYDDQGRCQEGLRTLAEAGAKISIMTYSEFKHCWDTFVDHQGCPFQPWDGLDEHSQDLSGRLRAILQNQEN
#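 Read-out is eYFP fluorescence (Ex 488/Em 500-530) from Vif-expressing HeLa A3G-eYFP cells; more signal means A3G escaped Vif-mediated degradation. Cells plated overnight, compound pinned in, incubated overnight at 37 deg C.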
# PI4K2A block: inhibitors of human PI4K2A; Q9BTU6; purified PI4K2A, ADP-Glo luminescence, 1 h; active compounds read low; activity change, negative = inhibition, % at 76.9 µM; actives 0.13% (n = 420,000); in the data active means activity change below about -50%; inconclusive means mostly about -30% to -49%;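 further: -100% = wells without enzyme as full effect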
#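 Compounds are screened against recombinant PI4K2A using PI as substrate and ATP, the latter dispensed at 300 microM. Reactions run one hour at ambient temperature before ADP-Glo detection; full inhibition defined by wells lacking enzyme.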
# GRP78 ERSR act: induces the endoplasmic reticulum stress response in human glioma cells; U87-MG GRP78 promoter luciferase reporter, 16 h; Potency, µM, for inactives: at the top dose activation, most hits filed as activators; actives 0.02% (n = 420,000); further: potency means the concentration at half of the fitted maximal effect; series mostly up to about 76 µM; % of control where 0% means no effect; nearly all actives have a fitted effect of over 35% in size
#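 Stably transfected U87-MG glioma cells carrying a GRP78-based luciferase sensor; 16 h compound incubation. Luminescence end-point read 10 min after Bright-Glo addition at room temperature.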
# Vif-A3F inh: blocks the Vif interaction with APOBEC3F; HeLa A3F-eYFP + Vif (tagged APOBEC3F with the HIV-1 protein that degrades it), YFP fluorescence increase; Potency, µM (highest dose often 46.1 µM), for inactives: top-dose activity, negative = active; actives 0.2% (n = 390,000); AID 602313; further: potency means the concentration at half of the fitted maximal effect; % of control where 0% means no effect; nearly all actives have a fitted effect of over 65% in size
#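 HeLa cells stably expressing A3F-eYFP plus Vif, plated and incubated overnight at 37 deg C, then exposed to compounds overnight at 37 deg C. Blocked degradation read as raised yellow fluorescence (Ex 488/Em 500-530).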
# TrxR1 substrate: is turned over as a substrate by rat TrxR1; purified TrxR1 substrate turnover, NADPH consumption readout; Potency, µM (titrated, usually from 114 µM), inactives show top-dose activity change, negative = substrate turnover; actives 0.01% (n = 390,000); AID 588456; further: potency means the concentration at half of the fitted maximal effect; on the % scale 0 is the no-effect control and ±100 the full control effect; nearly all actives have a fitted effect of over 50% in size
#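 Rat TrxR1, dispensed at 90 nM, was prereduced with 400 uM NADPH (final) for 5 min at ~22 deg C, then incubated with compound 15 min before 400 uM selenite. A first-read NADPH fluorescence drop versus no-compound background flagged substrates.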
# The depositor's hits bear a star; ? = inconclusive; . = no result given; & = joins results of further samples; [ ] = dose if it differs, or a comment. Unless noted, the call rests on the fitted dose curve; in most records, active means well fitted curve in the direction sought with a large enough effect; inconclusive means small, poorly fitted or top-dose-only effect, or another doubt; inactive means no such curve, though single readings can be large; an effect the other way counts as inactive or inconclusive. The list is partial; count on the stated rates, not on these rows.
# Results follow in this order: IDH1 R132H inh, USP1 inh, RXFP1 ag, LDHA block, Vif-A3G inh, PI4K2A block, GRP78 ERSR act, Vif-A3F inh, TrxR1 substrate
- CC(C)C(=O)Nc1cc2c3c(c1)CCC(=O)N3CCC2
  -5%, -10%, -0.5%, -3, 1%, 3, -5%, 1%, -6%
- OCCN1CCN(c2cnc(-c3ccsc3)cn2)CC1
  ., ., ., -9, -6%, -5, -6%, ., .
- CCO[C@@H]1OC(C(=O)N2CCN(C)CC2)=C[C@H](C(C)(C)C)[C@H]1CCCO
  4%, -2%, 2.3%, -9, 2%, -4, -4%, 5%, 10%[57.1 µM]
- Cc1ccccc1-n1nc(CO)c(C(=O)NCc2cccs2)n1
  7%, -17%, -0.7%, -6, 2%, -2, -4%, 2%, -12%
- COc1ccc(CN2CCN(C(=O)CC(C)C)CC2)c2ccccc12
  2%, -7%, -1.1%, -12, 1%, 11, -6%, 7%, -6%
- NC(=O)SCC(=O)Nc1ccc(Cl)c(Cl)c1
  -3%, -6%, 2.3%, -4, -6%, -1, ?, 1%, -12%
- CCCCN(CC)CCCNC(=O)c1ccc2c(c1)N(Cc1ccc(C)cc1)C(=O)c1ccccc1S2
  7%, ?, 1.4%, -2, -18%, 2, -11%, 1%, -1%[57.1 µM]
- COc1ccc(-c2nc3nc(C)c(Cc4ccccc4)c(=O)n3[nH]2)cc1
  1%, -5%, 0.7%, -3, 1%, 5, -1%, -3%, 10%
- Cc1cc(NS(=O)(=O)Cc2ccccc2)no1
  0%, -20%, -0.3%, -9, 0%, 9, -3%, -5%, -4%
- COc1ccccc1CNS(=O)(=O)c1ccc2[nH]c3c(c2c1)CCCCC3
  -24%, -25%, -1.2%, -1, -3%, 2, -2%, -27%, -6%
- O=C(NNc1c(F)c(F)cc(F)c1F)c1cc2ccccc2oc1=O
  -4%, -21%, 0.6%, -8, -3%, 4, 2%, -5%, 8%[57.1 µM]
- Cc1cc2nc(N3CCN(C(=O)c4cccs4)CC3)sc2cc1C
  0%, -20%, -0.3%, -2, 0%, 0, 3%, 6%, -4%[57.1 µM]
- Cc1cc(C(=O)OCC(=O)NC2(C#N)CCCCC2)c(C)o1
  0%, -9%, -2.7%, -6, 4%, 1, -1%, 2%, 1%
- CCCCC(CC)CNC(=O)CN1C(=O)NC2(CCc3ccccc32)C1=O (centres undefined)
  1%, -2%, 2.2%, -2, 1%, -27, -3%, -8%, 6%[57.1 µM]
- COc1cc(OC)c(C(=O)OCC(=O)N2CCOCC2)cc1OC
  -12%, -28%, 0.0%, -6, 7%, 5, -6%, 14%, -2%
- COc1cc2c(cc1OC)-c1nnnn1C(C)(C)C2
  3%, -3%, 0.0%, -1, 2%, -1, -5%, 0%, 7%
- CC1=C(C(=O)OCc2ccc(C)cc2)C(c2ccccc2C(F)(F)F)CC(=O)N1 (centres undefined)
  1%, ?, -0.2%, -4, -3%, -6, 10%, 3%, -7%
- COc1cc(C(=O)NC(=S)Nc2ccccc2N2CCCC2)cc(OC)c1OC
  -2%, -26%, 0.4%, 0, -5%, -5, -2%, -11%, -7%
- COc1ccc(C(=O)NNC(=O)CCC(=O)Nc2cc(C)on2)cc1
  0%, -5%, 3.8%, 0, 1%, -4, 2%, -6%, -9%
- CC(C)C1Cc2[nH]c(=S)[nH]c(=O)c2C(c2ccc(F)cc2)O1 (centres undefined)
  ., ., ., -17, 2%, -2, -2%, ., .
- NC(=O)C1CCN(C(=O)CC2(CC(=O)O)CCCC2)CC1
  9%, -7%, 0.5%, -4, -3%, 1, -1%, -12%, 4%
- Cc1ccc(NC(=O)c2oc3ccc(S(=O)(=O)N4CCC5(CC4)OCCO5)cc3c2C)c(C)c1
  -15%, 9%, 0.9%, -8, 3%, -4, -4%, -2%, 2%[57.1 µM]
- CCOc1ccc(S(=O)(=O)NCCC2=CCCCC2)c2ccccc12
  5%, -20%, 0.6%, 1, 2%, 11, -2%, -1%, 3%
- SCc1nc2ccc(Cl)cc2[nH]1
  ., ., ., 1, -16%, ., 0%, ., 7%
- CCCNC(=O)COc1ccc(S(=O)(=O)Nc2ccc(C)cc2)cc1
  1%, -12%, -0.3%, -8, -3%, -9, 3%, -6%, 3%[57.1 µM]
- COc1ccc(/C=C2\CCCC3C2=NN(C(=O)CSc2n[nH]c(N)n2)C3c2ccc(OC)cc2)cc1 (centres undefined)
  -17%, -14%, 2.2%, -9, -4%, -4, -6%, -3%, -1%[57.1 µM]
- CNC(=O)CN1C(=O)CSc2ncccc21
  -1%, -12%, -1.2%, -2, 0%, -1, 1%, -4%, 3%
- O=C(O)c1ccc(N2C(=O)/C(=C\c3ccccc3)N=C2c2ccccc2)cc1
  -4%, -22%, 4.6%, -2, -2%, -3, 7%, 8%, -5%
- O=C(Nc1ccc(Cl)cc1N1CCOCC1)C1CCCCC1
  20%, -17%, -0.2%, -5, -7%, -3, -9%, -1%, 4%
- COc1cccc(Cn2c(=O)n(-c3cccc(Cl)c3)c(=O)c3c4c(sc32)CN(C(C)=O)CC4)c1
  ?, ?, 0.2%, 4, -19%, -4, 6%, -12%, -1%
- CCOc1ccc(Nc2nc(N3CCCCC3)nc(N3CCCCC3)n2)cc1
  -1%, -18%, -0.8%, 0, -1%, -3, -2%, -10%, -2%
- O=C(C1CCN(S(=O)(=O)c2ccccc2)CC1)N1CCN(c2ccccc2)CC1
  6%, -5%, -5.0%, -5, 0%, -2, -3%, -25%, 10%
- Cc1ccc(CCNC(=O)c2cc3c(-c4ccccc4F)nn(C)c3s2)cc1
  -2%, -11%, -1.6%, -10, 2%, -10, -4%, -8%, -4%
- O=C(Nc1cccc(Cl)c1)Nc1ccon1
  -11%, 0%, -0.5%, -6, -3%, 6, 0%, 1%, -4%
- CC(C)C[C@H]1CNC(=S)N1C[C@H]1CCCN1C[C@H](CC(C)C)N1C[C@H](Cc2ccccc2)N(CCc2ccccc2)C1=S
  ., ., ., -6, 0%, -2, -2%, ., .
- CCOc1ccc(-n2c(C)nnc2SCC(=O)N(CC)CC)cc1
  3%, -8%, -0.2%, 2, 2%, -3, -3%, 8%, 4%[57.1 µM]
- CC(=O)OCC(=O)[C@@]1(OC(C)=O)[C@@H](C)C[C@H]2[C@@H]3C[C@H](F)C4=CC(=O)C=C[C@]4(C)[C@@]3(F)[C@@H](O)C[C@@]21C
  7%, 5%, 2.0%, -4, 1%, -3&1, 5%&-3%, 4%, -3%
- COc1ccc(OC)c(CN2CCN(C(=O)c3cccc(S(=O)(=O)Nc4ccccc4OC)c3)CC2)c1
  2%, -11%, -0.1%, -6, 1%, 3, -5%, 2%, -12%
- COc1cc(/C=N/NC(=O)CN(Cc2ccco2)S(=O)(=O)c2ccccc2)ccc1O
  1%, -24%, 7.0%, -5, -6%, 3, -2%, -1%, 0%
- CCS(=O)(=O)N1CCN(c2ccc(C(=O)N3CCOCC3)cc2[N+](=O)[O-])CC1
  8%, -14%, 3.8%, 1, 2%, -1, -6%, -13%, -3%
- C=CCn1c(O)c(CN2CCCCC2)c(C)c(C#N)c1=O
  11%, ?, 1.1%, 5, -4%, -10, -1%, -2%, -2%
- CC(C)c1ccc(NC(=O)c2ccc(CN3CC(=O)N4CCCCC4C3=O)cc2)cc1 (centres undefined)
  -1%, 4%, -0.1%, -5, 7%, 2, 1%, 3%, -6%
- Cc1cccc(-c2nc3ccccc3n3c(-c4ccccc4)c4c(=O)n(C)c(=O)n(C)c4c23)c1
  6%, -19%, ?, -15, 4%, -9, -4%, 3%, -4%
- NC(=O)NC(=O)CN1C(=O)NC(c2ccccc2)(c2ccccc2)C1=O
  2%, -23%, 0.1%, -2, -2%, -5, -2%, -3%, 1%
- CCN(CC(=O)Nc1ccc(NC(C)=O)cc1)C(=O)/C=C/c1cccs1
  2%, -3%, 0.3%, -1, -9%, -1, -4%, -2%, -2%
- CCOC(=O)Cc1csc(NC(=O)c2c(O)c3c(n(CC(C)C)c2=O)CCCC3)n1
  0%, -27%, 1.1%, 0, 0%, -3, -1%, 8%, -13%
- N#Cc1nc(-c2ccco2)oc1NCCN1CCOCC1
  10%, 3%, 2.7%, -5&8, 4%, -1, -3%, -2%, 52%[activator]
- O=C(c1cn(-c2ccccc2)nc1-c1ccc(Cl)s1)N1CCOCC1
  7%, -22%, 1.0%, -2, -3%, -4, -4%, 4%, 4%
- CC(CC(=O)N1CCN(c2ccccc2)CC1)c1ccccc1 (centres undefined)
  -2%, -3%, 2.5%, -4, 1%, -7, 2%, -24%, 4%
- O=C(COC(=O)c1n[nH]c2ccccc12)NC(=O)NC1CCCCC1
  -3%, -12%, 2.5%, -7, -2%, -4, 1%, -12%, 3%
- Cc1ccc(C(=O)N/C(=C/c2ccccc2)C(=O)NCC2CCCO2)cc1 (centres undefined)
  9%, -7%, 3.4%, -2, 1%, 0, -3%, 5%, -12%[57.1 µM]
- CN1CCCN(C(=O)CC2(CC(=O)O)CCCCC2)CC1
  3%, -11%, 0.0%, -2, 2%, 0, 0%, -24%, 0%
- Cc1ccc(-n2nnnc2SCC(=O)Nc2sccc2C#N)cc1
  -2%, -10%, 1.9%, -2, -6%, -3, -3%, -27%, -8%

# Bioassay records from PubChem.
